Compound activity (PubChem)
FLuc inhib CS: Photinus pyralis luciferase inhibition counter-screen; hit rate 1.5% among 200,000; P08659; ATPLite firefly luciferase biochemical luminescence, 10 min; inhibition, % at 10 µM;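 active means inhibition above about 50% when tested at 10 µM, limit read from the data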
FLuc stim CS: affects firefly luciferase, flagging false hits in luciferase stimulation screens | ATPlite luciferase biochemical, luminescence, 10 min; 0 = ATP-free wells, 1 = DMSO control | activation factor at 10 µM | 200,000 tested, under 10 active | AID 1027;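 active means luciferase activation factor, scaled between plate controls, of at least 2 with compound at 10 µM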
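Assay system: Luciferase/luciferin detection reagent, cell-free biochemical luciferase assay / Also added: ATP substrate / Schedule: 10 min at ambient temperature / Measured by: luminescence measurement of luciferase light output / Benchmarks: low control with PBS replacing ATP, high control enzyme plus ATP without compound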
TLR4-MyD88 BLA: blocks binding of human TLR4 to MyD88; HeLa CL3-4 TLR4/MyD88 BLA complementation, FRET ratio; inhibition, % at 8.4 µM; hit rate 0.18% among 200,000; AID 861; in the data active means inhibition above about 25%;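 further: 0% = vehicle and 100% = reference inhibitor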
Target sequence (O00206 whole entry, looked up): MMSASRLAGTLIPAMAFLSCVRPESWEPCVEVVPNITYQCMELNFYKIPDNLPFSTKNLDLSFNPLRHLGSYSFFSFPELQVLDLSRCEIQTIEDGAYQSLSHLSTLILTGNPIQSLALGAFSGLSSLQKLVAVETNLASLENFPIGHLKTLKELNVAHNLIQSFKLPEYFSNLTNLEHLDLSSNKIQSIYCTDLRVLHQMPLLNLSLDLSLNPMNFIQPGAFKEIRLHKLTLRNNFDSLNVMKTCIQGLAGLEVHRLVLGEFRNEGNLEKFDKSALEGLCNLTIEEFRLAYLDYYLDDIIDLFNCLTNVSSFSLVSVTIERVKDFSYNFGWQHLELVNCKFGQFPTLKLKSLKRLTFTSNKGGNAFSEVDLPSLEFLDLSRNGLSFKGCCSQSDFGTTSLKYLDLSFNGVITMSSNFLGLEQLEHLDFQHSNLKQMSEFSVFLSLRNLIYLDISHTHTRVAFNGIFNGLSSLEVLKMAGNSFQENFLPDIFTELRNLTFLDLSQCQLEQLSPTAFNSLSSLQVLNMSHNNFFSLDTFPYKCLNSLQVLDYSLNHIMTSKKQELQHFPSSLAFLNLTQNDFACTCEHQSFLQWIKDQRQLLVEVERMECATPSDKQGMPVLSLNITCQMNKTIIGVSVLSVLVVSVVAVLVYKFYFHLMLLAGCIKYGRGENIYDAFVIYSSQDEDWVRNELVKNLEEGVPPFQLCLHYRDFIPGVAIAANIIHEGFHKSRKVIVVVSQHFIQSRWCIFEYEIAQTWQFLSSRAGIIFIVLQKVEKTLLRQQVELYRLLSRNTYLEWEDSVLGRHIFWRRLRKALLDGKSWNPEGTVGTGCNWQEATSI
Target sequence (Q99836 whole entry, looked up): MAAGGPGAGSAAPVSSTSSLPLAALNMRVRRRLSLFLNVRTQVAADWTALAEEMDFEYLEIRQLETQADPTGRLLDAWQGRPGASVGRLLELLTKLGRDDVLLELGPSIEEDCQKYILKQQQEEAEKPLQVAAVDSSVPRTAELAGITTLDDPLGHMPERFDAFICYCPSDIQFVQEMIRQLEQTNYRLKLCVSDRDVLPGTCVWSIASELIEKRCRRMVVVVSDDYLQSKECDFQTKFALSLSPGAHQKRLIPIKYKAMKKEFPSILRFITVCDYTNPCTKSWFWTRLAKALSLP
APP 5'UTR act: APP 5'UTR luciferase reporter activation | SH-SY5Y APP 5'UTR luciferase reporter, luminescence; zero percent = DMSO vehicle wells | hit rate 1% among 190,000 | activation, % at 2 µM | AID 1276;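 active means activation above a set limit, based on mean plus 3 SD of controls, cut at about 140% in these data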; further: values of inactives mirror those of a sister screen read the other way
Diaph act CS: activates diaphorase or chemically reduces, flagging diaphorase assay artifacts; AID 1229; hit rate 0.005% among 190,000; Diaphorase/resazurin coupled assay, resorufin fluorescence, 16 min; active compounds read high; 1 = vehicle wells, 0 = NADH-free wells; activation factor at 20 µM;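 active means diaphorase activity raised at least twofold by the compound at 20 µM; inactive means activation factor below 2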
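Measured by – red resorufin fluorescence at 544/590 nm excitation/emission · Test system – Clostridium kluyveri diaphorase, purified enzyme · Incubation – reaction time 16 min, room temperature · Buffer or medium – 50 mM HEPES pH 7.4 with 4.542 mM MgCl2, 0.005% Tween 20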
NF-kB expr up: raises NF-kB expression in human neuronal cells; NF-kB reporter expression; active compounds read high; fold change at 12.5 µM; hit rate 1.6% among 190,000; in the data active means fold change above about 3.3
STAT1 activator: activators of IFN-gamma induced STAT1 signaling. NIH 3T3 STAT1-luciferase reporter, luminescence; 100% = IFN-gamma alone, no compound. activation (% of control), % at 5.5 µM. hit rate 2.6% among 200,000;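 active means activation above the screen-wide mean activation plus 3 SD, cut at about 130% in these data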;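 further: raw ratio to IFN-gamma control signal so 100% means no change and 0% no light; values of inactives mirror those of a sister screen read the other way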
G6PDH CS: L. mesenteroides G6PDH inhibition counter-screen. hit rate 0.12% among 200,000. AID 1020. Purified L. mesenteroides G6PDH, diaphorase/resazurin coupled fluorescence, 45 min. inhibition, % at 5 µM; in the data active means inhibition above about 50%
Diaphorase inh: inhibits diaphorase or chemically oxidizes, flagging diaphorase assay artifacts | hit rate 0.69% among 190,000 | diaphorase resazurin-to-resorufin fluorescence, NADH, 16 min; bacterial (C. kluyveri) enzyme, not human | inhibition, % at 20 µM | AID 1217;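 active means primary screen inhibition at 20 µM above a set limit, cut at about 50% in these data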;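 further: plate controls were DMSO with full reaction for no effect and wells lacking NADH for full effect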
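Benchmarks: positive control wells lacking NADH, neutral wells with DMSO only. System: bacterial diaphorase enzyme (C. kluyveri). Input: 0.14 U/mL diaphorase, enzyme working solution. Detection: resorufin fluorescence, excitation 544 nm, emission 590 nm. Times: 16-min room-temperature incubation before reading.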
APP transl inh: APP translation inhibition | SH-SY5Y APP 5'UTR-luciferase reporter, luminescence | inhibition, % at 2 µM | hit rate 0.82% among 190,000 | AID 1285;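 active means inhibition above a set limit, derived from the sample mean plus 3 SD, cut at about 45% in these data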; further: values of inactives mirror those of a sister screen read the other way
Starred values were filed as active, the others as inactive; · = not tested or not shown.

SMILES	FLuc inhib CS	FLuc stim CS	TLR4-MyD88 BLA	APP 5'UTR act	Diaph act CS	NF-kB expr up	STAT1 activator	G6PDH CS	Diaphorase inh	APP transl inh
Cc1nc2cc(NC(=O)N(C)c3ccc4ccccc4c3)ccc2o1	-17	1.2	-1	-2	0.7	0.94	94	7	27	2
Cc1cc(OC(=O)c2ccc(S(=O)(=O)N3CCCC3)cc2)c([N+](=O)[O-])c(=O)[nH]1	-3	1	14	10	0.9	1.1	102	3	14	-10
CC1(C)Cc2ccccc2C(N/N=C/c2ccc(Cl)cc2)=N1	-2	1	-30	-12	0.9	1.1	99	-7	14	12
O=C(CCc1ccccc1)Nc1ccc2ccccc2n1	16	0.8	4	140*	0.7	5.3*	149*	8	26	-140
Cc1ccc(C(=O)N2c3ccccc3NC(=O)C2C)cc1 (stereo unspecified)	-5	1	-12	-14	0.9	1.3	91	-1	12	14
CCCCN(C)C(=O)c1cn(CC)c2ccc(S(=O)(=O)N(C)C)cc2c1=O	-8	1.1	-9	·	0.8	1.2	104	-2	20	·
CCN(CC)S(=O)(=O)c1ccc(C)c(NC(=O)CNCCN(C(C)C)C(C)C)c1	-7	1.1	1	-19	1	1.1	117	9	3	19
Cc1ccc(S(=O)(=O)N2CCC(C(=O)N[C@@H](C)C(=O)NCc3ccccc3)CC2)cc1	4	1	-3	22	0.9	0.92	97	9	10	-22
Cc1cccc(C)c1NC(=O)C1(N(Cc2ccco2)C(=O)CC2NC(=O)NC2=O)CCCCC1 (stereo unspecified)	-8	1.1	13	13	0.8	1.1	91	-3	15	-13
COc1ccccc1CNC(=O)C1(c2ccc(Cl)cc2)CC1	-6	1.1	2	-3	1	1	102	1	3	3
CCN(c1ccccc1)S(=O)(=O)c1ccc(C(=O)Oc2ccc(C(C)=O)cc2)cc1	0	1	-5	-9	0.9	1.1	96	-19	13	9
Cc1ccc(Cn2nnc3c(=O)n(Cc4cccc(C)c4)cnc32)cc1	-4	1	4	4	0.7	0.9	98	-22	29	-4
O=C(COC(=O)C1(c2ccc(F)cc2)CCCC1)N1CCN(C(=O)c2ccco2)CC1	-5	1.1	-9	-13	0.9	0.83	103	4	13	13
CCCCNC(=O)c1ccc(CNS(=O)(=O)c2ccc(Br)cc2)cc1	-4	1	15	3	0.9	1.7	100	4	7	-3
CCn1cc(C(=O)NC2CC3CCC2C3)c(=O)c2ccc(C)nc21 (stereo unspecified)	-6	1.1	·	·	0.9	·	·	4	11	·
CCNC(=O)NC(=O)C(C)OC(=O)C1CCN(S(=O)(=O)c2ccccc2F)CC1 (stereo unspecified)	-8	1.1	-5	-15	0.9	1.4	96	13	9	15
CC(C)N1CC(O)=C(c2ccccc2)C1=N	-5	1	9	15	0.8	1.1	102	2	17	-15
Cc1cc(NC(=O)COC(=O)[C@@H](NS(=O)(=O)c2ccccc2)C(C)C)no1	0	1	16	9	0.9	0.99	95	6	8	-9
O=C1OC(c2ccc(O)cc2)(c2ccc(O)cc2)c2ccccc21	-5	1	-2	3	0.9	1.2	91	10	15	-3
O=C(O)CSc1nc2ccccc2[nH]1	-5	1.1	-9	-6	0.9	0.93	96	7	6	6
O=C1CC(N2CCC(c3nc4ccccc4[nH]3)CC2)C(=O)N1Cc1ccccc1 (stereo unspecified)	-2	1	-3	6	0.9	0.83	92	2	9	-6
CCOC(=O)CSC1=N/C(=C\c2cccnc2)C(=O)N1c1ccc(OC)cc1	-4	1	-11	3	0.9	0.9	83	-7	6	-3
CCOC(=O)c1c(C)[nH]c(C)c1C(=O)CSc1nnc(-c2ccncc2)n1C	-10	1.1	6	11	0.9	0.97	94	-5	11	-11
Cc1ccc(CN2CCN(Cc3ccc4cc(F)ccc4n3)CC2CCO)o1 (stereo unspecified)	-2	1	-6	2	0.8	1.1	105	14	19	-2
S=c1[nH]nc(-c2ccc(Br)o2)n1Cc1ccccc1	-5	1	0	4	0.7	0.96	103	9	30	-4
CCS(=O)(=O)Nc1ccc(Cc2ccncc2)cc1	4	1	-7	8	0.9	0.98	98	22	9	-8
O=C(NCc1ccc2c(c1)OCO2)C(=O)NC1CCCCC1	-9	1.1	-8	10	1	1.1	105	2	0	-10
CCc1nnc(NC(=O)c2ccc3c(c2)C(=O)N(C(C)(C)C)C3=O)s1	69*	0.3	-2	-3	0.9	2.8	117	2	6	3
CCCCCNS(=O)(=O)c1cc(C)ccc1OC	0	1	-15	-4	0.9	1.1	108	4	6	4
Cc1ccc(C(=O)CCC(=O)Nc2cccc(C(F)(F)F)c2)cc1	-7	1.1	-11	-6	0.9	1	100	7	7	6
COc1cc(CNCc2ccccn2)ccc1OCc1ccc(Cl)cc1	-2	1	-1	6	1.1	1.1	107	-11	-8	-6
CCOC(=O)c1c(C)[nH]c(C)c1C(=O)CSc1ncccn1	-3	1	-10	-16	0.9	1.2	103	1	9	16
COc1cccc(NC(=O)CSc2nccn2-c2cccc(OC)c2)c1	-7	1.1	-3	6	0.9	1	93	9	12	-6
Cc1cccc(NC(=O)c2ccccc2NC(=O)C(C)(C)C)n1	-2	1	-4	2	0.8	0.99	96	4	19	-2
CCCCCN1C2=NCCN2c2ccccc21	-3	1	1	-5	0.9	1	95	-1	7	5
COc1ccc(OC)c(Nc2nc(-c3cccs3)cs2)c1	-9	1.1	4	1	0.8	1.1	110	-38	20	-1
Cc1ccccc1CSc1nn2c(=O)c(C)nnc2s1	-1	1	-9	20	0.9	0.96	80	-1	8	-20
O=C(CCCn1c(=O)oc2ccccc21)Nc1cccnc1	-5	1	-1	-1	0.8	1.2	100	-1	16	1
CNC(=S)N1N=C(c2ccc(C)cc2)CC1c1cc(OC)ccc1OC (stereo unspecified)	-9	1.1	-5	19	0.7	1.1	98	20	27	-19
O=C(NCc1cccs1)C(=O)c1cn(CC(=O)N2CCOCC2)c2ccccc12	-3	1	9	9	1	1.2	106	6	-1	-9
O=[N+]([O-])c1cc([N+](=O)[O-])c(N2CCCCCC2)cc1NCCO	2	1	3	-6	0.8	0.74	93	3	16	6
Clc1ccc(CO/N=C2\CCCc3nonc32)c(Cl)c1	-4	1	0	-5	0.7	1.4	96	10	25	5
N#Cc1c2n(c3c(=O)n(CC(=O)c4ccc(Br)cc4)cnc13)CCCC2	-5	1.1	1	9	0.7	0.6	94	1	27	-9
COc1ccc(N2CCN(S(=O)(=O)c3cccc4nsnc34)CC2)cc1	-11	1.1	-4	-9	0.9	0.78	103	-1	12	9
COc1cccc(OC)c1C(=O)Nc1cccc(C(C)=O)c1	-6	1.1	6	-3	1	1.1	102	1	-4	3

Full records, quoted from the list:
COc1cc(CNCc2ccccn2)ccc1OCc1ccc(Cl)cc1 reads FLuc inhib CS = -2; FLuc stim CS = 1; TLR4-MyD88 BLA = -1; APP 5'UTR act = 6; Diaph act CS = 1.1; NF-kB expr up = 1.1; STAT1 activator = 107; G6PDH CS = -11; Diaphorase inh = -8; APP transl inh = -6
O=C(CCCn1c(=O)oc2ccccc21)Nc1cccnc1 reads FLuc inhib CS = -5; FLuc stim CS = 1; TLR4-MyD88 BLA = -1; APP 5'UTR act = -1; Diaph act CS = 0.8; NF-kB expr up = 1.2; STAT1 activator = 100; G6PDH CS = -1; Diaphorase inh = 16; APP transl inh = 1

More entries:
SMILES	FLuc inhib CS	FLuc stim CS	TLR4-MyD88 BLA	APP 5'UTR act	Diaph act CS	NF-kB expr up	STAT1 activator	G6PDH CS	Diaphorase inh	APP transl inh
O=C(CCCCCNC(=O)c1ccccc1)N/N=C/c1ccc(O)cc1O	4	1	-10	4	0.9	0.96	94	-6	14	-4
COc1ccc(Cl)cc1NC(=O)c1noc2c1CCCC2	-3	1	-10	11	0.9	1.2	104	6	12	-11
Cc1ccc(C(=O)CSc2nc(C)cc(SCc3nnc(-c4ccccc4)o3)n2)cc1	-5	1	-7	2	0.9	1.1	95	-5	12	-2
O=C(NCCCn1ccnc1)C(=O)NCC1OCCCN1S(=O)(=O)c1ccc(Cl)cc1 (stereo unspecified)	-4	1	3	-13	0.9	0.97	101	2	5	13
COc1ccc(-n2c(N)c(C(=O)NCc3ccco3)c3nc4ccccc4nc32)cc1	-4	1	-15	-2	0.5	0.55	104	1	54*	2
CCCCCCCNC(=O)C1CC(=O)N(C)C(=Nc2ccc(OC)cc2)S1 (stereo unspecified)	1	1	-8	-5	1	0.8	97	-4	0	5
CCCCCC(=O)N/N=C(\C)c1ccc(NC(=O)c2ccco2)cc1	-1	1	8	70	0.9	1.5	108	11	5	-70
CC(=O)Nc1nc(COc2ccc3ccccc3c2)cs1	3	1	3	54	1	1.7	117	0	-2	-54
CCOC(=O)Cc1cc(=O)c2c(=O)n(-c3ccccc3)[nH]c2[nH]1	-3	1	-3	-7	0.8	1	104	6	22	7
OCC1(CCc2ccccc2)CCN(Cc2cccn2-c2cccnc2)CC1	-4	1	-6	1	0.9	0.97	107	4	12	-1
COCCCNC(=O)CN1CCN(Cc2ccccc2Cl)C1=O	-2	1	3	6	1	1.1	103	6	-2	-6
O=C(CCc1ccccc1)NCC(=O)N/N=C/c1ccc2c(c1)OCO2	-2	1	-18	5	1	1.1	87	2	4	-5
CCC(C)N(C(=O)COC(=O)CNC(=O)c1ccccc1F)C1CCS(=O)(=O)C1 (stereo unspecified)	0	1	-5	-12	1	1.7	103	11	2	12
Cc1nnc(SCc2cccc(CSc3nnc(C)s3)c2)s1	7	0.9	-2	25	0.9	2	113	3	8	-25

A stretch from the list above, for reference:
SMILES	FLuc inhib CS	FLuc stim CS	TLR4-MyD88 BLA	APP 5'UTR act	Diaph act CS	NF-kB expr up	STAT1 activator	G6PDH CS	Diaphorase inh	APP transl inh
OCC1(CCc2ccccc2)CCN(Cc2cccn2-c2cccnc2)CC1	-4	1	-6	1	0.9	0.97	107	4	12	-1
COCCCNC(=O)CN1CCN(Cc2ccccc2Cl)C1=O	-2	1	3	6	1	1.1	103	6	-2	-6
O=C(CCc1ccccc1)NCC(=O)N/N=C/c1ccc2c(c1)OCO2	-2	1	-18	5	1	1.1	87	2	4	-5
CCC(C)N(C(=O)COC(=O)CNC(=O)c1ccccc1F)C1CCS(=O)(=O)C1 (stereo unspecified)	0	1	-5	-12	1	1.7	103	11	2	12
Cc1nnc(SCc2cccc(CSc3nnc(C)s3)c2)s1	7	0.9	-2	25	0.9	2	113	3	8	-25
